Bioassay records deposited in PubChem BioAssay by several laboratories.
MT1-MMP act inh: MT1-MMP (human) activation inhibition. P50281. HT1080 RFP-PRO-GFP cells, GFP/RFP ratio fluorescence, overnight; percent of plate control window, DMSO zero. GFP/RFP ratio change, % at 20 µM. actives 0.061% (n = 360,000). AID 651647;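 active = GFP/RFP ratio change of at least 30% with cell ATP level not reduced by more than half and red fluorescence within 50% of control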; note: strong numbers were not always called active
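Assay system: HT1080 RFP-PRO-GFP cells. Benchmarks: DMSO vehicle wells and RFP-L50D-GFP reporter cell wells. Times: overnight cell settling, then overnight compound exposure, 37 °C, 5% CO2. Compound: 20 µM single dose, 1% DMSO. Read-out basis: GFP/RFP fluorescence ratio.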
PABP1 MLLE inh: blocks PAM2 peptide binding to the PABP1 MLLE domain. actives 0.36% (n = 360,000). P11940. GST-MLLE / FITC-PAM2 fluorescence polarization. AID 588489. inhibition, % at 20 µM; in the data active = inhibition above about 35%, passing the limit was not always enough;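 note: plate controls were DMSO wells with GST-MLLE for no effect and wells lacking GST-MLLE protein for full effect; some results filed as inactive read as strong as hits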
FAS-TE inh: blocks the thioesterase domain of human fatty acid synthase. recombinant FAS-TE, OMFH fluorogenic substrate, fluorescence endpoint. inhibition, % at 15 µM. actives 0.67% (n = 360,000);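 active = compounds whose normalised, plate-corrected inhibition of enzyme fluorescence in the single-dose primary screen is 50% or more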;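 note: 0% = DMSO with enzyme and 100% = substrate without enzyme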
E coli Lon inh: E. coli protease La inhibition | P0A9M0 | purified E. coli Lon protease, fluorescence polarization | inhibition, % at 7.94 µM | actives 0.42% (n = 360,000) | AID 602123; in the data active = inhibition above about 13%, passing the limit was not always enough;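 note: 0% = enzyme with probe and DMSO and 100% = no enzyme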
CSN inh: blocks human CSN-mediated cullin deneddylation; Q92905; Purified CSN, SCF-Nedd8-OG deneddylation, fluorescence polarization; inhibition, % at 12.5 µM; actives 0.38% (n = 360,000); AID 651999;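 active = pattern-corrected inhibition above about 35%, with an unprinted fluorescence ratio check between 0.5 and 1.5, limit read from the data, passing the limit was not always enough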;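 note: 0% = enzyme with substrate and 100% = substrate without enzyme; some results filed as inactive read as strong as hits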
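Assay system: HEK293T-derived human Csn5 enzyme; quantity: 0.24 nM enzyme; medium: Tris/NaCl/DTT buffer, pH 7.5; also added: substrate SCFSkp2-Nedd8OG, 10 nM; doses: 12.5 µM compound; schedule: 90 min reaction at room temperature; signal: FP; read-out: % inhibition of substrate cleavage by Csn5; benchmarks: substrate-only high control, full reaction low control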
MsrA act: activates bovine MsrA enzyme; purified bovine MsrA, absorbance read-out; actives 0.3% (n = 360,000); activation, % at 10.6 µM; AID 602163; in the data active = activation above about 7.5%;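 note: 0% = vehicle and 100% = reference activator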
Rpn11 block: Rpn11 (human) deubiquitinase inhibition; human 26S proteasome, Ub4-pepOG fluorescence polarization; 20S core pre-blocked with epoxomicin; calls only at 20 µM; actives 0.59% (n = 360,000); AID 588493;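 active = inhibition at 20 µM, scaled to each plate's controls, above about 33%, limit read from the data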
MsrA inhibitor: inhibits bovine methionine sulfoxide reductase A | inhibition, % at 15.5 µM | actives 0.75% (n = 360,000) | AID 651718 | purified bovine MsrA, absorbance read-out; in the data active = inhibition above about 4.5%;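 note: 0% = vehicle wells with enzyme and 100% = reference inhibitor wells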
Rin1-Abl PPI inh: human Rin1-Abl interaction inhibition. inhibition, % at 7.35 µM. actives 0.4% (n = 360,000). AID 588664. TR-FRET Rin1/Abl binding, biochemical; in the data active = inhibition above about 5%, passing the limit was not always enough
* = called active by the depositor; i = inactive.

Results follow in this order: PABP1 MLLE inh | MsrA act | Rin1-Abl PPI inh | MsrA inhibitor | MT1-MMP act inh | E coli Lon inh | CSN inh | Rpn11 block | FAS-TE inh
Cc1nc([N+](=O)[O-])c(Br)n1CC(=O)c1ccc(Br)cc1
  -24 | -7 | 6 | 1.0 | -1 | -10 | 3 | i | -5
CCOc1ccc(NC(=O)CSCC(=O)O)cc1
  6 | 1 | 3 | 0.6 | 7 | -3 | 0 | i | -12
CCOC(=O)C1=C(CS(=O)(=O)c2ccc(Cl)cc2)NC(=O)NC1c1ccc(O)c(OC)c1 (configuration not stated)
  0 | -3 | -1 | -0.6 | -3 | -6 | -1 | i | -1
CC(C)Cn1cc(C(=O)N2CCC(C)CC2)c2c3ccccc3n(C)c2c1=O
  -8 | -6 | -1 | 0.8 | -1 | 2 | -5 | i | 5
COC(=O)Cn1c(=O)c(C(=O)CCl)c(N)n(Cc2ccccc2)c1=O
  9 | -3 | -5 | -0.4 | -3 | -4 | 2 | i | 0
CCOC(=O)c1cc(CC)sc1NC(=O)CCC(=O)O
  10 | -9 | 0 | -0.5 | -1 | 0 | -2 | i | -2
CC1CN(CCOc2ccc(Cl)cc2Cl)CC(C)O1 (configuration not stated)
  11 | -2 | 3 | -0.8 | -10 | 0 | -6 | i | -8
Cc1cc(C(=O)N2CCC(C)CC2)on1
  -3 | -2 | -1 | -0.2 | -5 | -2 | 0 | i | -2
CC(C)(C)C1N=C(c2ccc3ccccc3c2)OC1=O (configuration not stated)
  1 | -1 | 1 | 0.1 | 2 | 6 | -1 | i | -9
CC12CCC3C(CCC4N(CCO)CCC34C)C1CCC2O (configuration not stated)
  12 | -1 | -3 | -0.1 | -4 | -5 | -3 | i | -9
O=C(O)c1cc(Cl)ccc1OS(=O)(=O)c1ccc(Cl)s1
  -3 | 0 | 1 | 0.1 | 6 | -3 | -1 | i | -6
COc1ccc(Cl)cc1NC(=O)CN(C)C(=O)c1sc2ccccc2c1Cl
  -2 | 0 | 2 | 0.5 | -1 | -3 | 0 | i | 51*
Cc1ccc(N2CS(=O)(=O)/C(=C/N(C)C)C2=O)cc1
  0 | -5 | -3 | 0.7 | 2 | -5 | 1 | i | -11
C[C@]12C(=O)N(c3cccc(F)c3)C(=O)N1[C@H]1c3ccccc3OC[C@@H]1[C@H]2c1ccccc1
  -1 | 2 | 6 | 0.1 | -4 | 6 | -4 | i | 68*
CN1CCN(c2ccc(CNC(=O)C3Cc4c(-c5ccc6c(c5)OCO6)ccnc4O3)cc2)CC1 (configuration not stated)
  -1 | -1 | 15* | 0.6 | 2 | 9 | 4 | i | -9

The list goes on.
Results follow in this order: PABP1 MLLE inh | MsrA act | Rin1-Abl PPI inh | MsrA inhibitor | MT1-MMP act inh | E coli Lon inh | CSN inh | Rpn11 block | FAS-TE inh
O=C1c2ccccc2S(=O)(=O)c2cc(C(=O)N3CCN(C(=O)c4ccccc4)CC3)ccc21
  -5 | -1 | 1 | -0.1 | -3 | 3 | 0 | i | -16
COCc1cc(C)nc(OCC(=O)N/N=C/c2cc(C)n(-c3c(C)cccc3C)c2C)c1C#N
  15 | -1 | -1 | 0.9 | -5 | 1 | 1 | i | 40
C/C(CC(=O)NCc1ccco1)=N\NC(=O)COc1ccc(C)cc1
  -1 | -1 | 0 | -0.5 | 3 | -8 | 0 | i | -9
COc1ccc(-c2nn(-c3ccccc3)cc2C(=O)N2CCN(C(=O)c3ccco3)CC2)cc1
  11 | -2 | 0 | -0.7 | 0 | -4 | 2 | i | 3
O=C(O)CC1(CC(=O)Nc2cc3ccccc3cn2)CCCCC1
  -1 | -2 | -4 | 0.5 | -4 | -9 | 0 | i | 0
CCc1cccc(CC)c1N(COC)C(=O)Cn1ccccc1=N
  8 | 1 | 0 | -0.7 | 1 | -10 | -5 | i | -4
COC(=O)C(C)Sc1nnc2n(-c3cccc(C)c3)c(=O)c3c4c(sc3n12)CCCC4 (configuration not stated)
  -137 | -2 | 1 | 0.1 | -5 | -11 | -4 | i | 3
CCOC(=O)N1CCC(N2CC34C=CC(O3)C(C(=O)O)C4C2=O)CC1 (configuration not stated)
  8 | 1 | 2 | 0.0 | 5 | 1 | -2 | i | -3
CC(C)OC(=O)c1cc(C(=O)c2cc(F)ccc2O)coc1=N
  -13 | -15 | 0 | 2.5 | -41 | -9 | 3 | i | -6
CCOC(=O)C1CCN(C(=O)C2COc3ccccc3O2)CC1 (configuration not stated)
  -16 | -1 | 3 | -0.8 | 2 | 0 | 0 | i | -8
CCC(C)NC(=O)CCC(=O)Nc1ccc2nc(N3CC(C)CC(C)C3)cc(C)c2c1 (configuration not stated)
  1 | -1 | 0 | -1.2 | -3 | 9 | -7 | i | 9
CC1(Cc2ccccc2F)C(=O)Nc2c(Cl)ccc(Cl)c21 (configuration not stated)
  -6 | -6 | -3 | 2.5 | -1 | 0 | 1 | i | 11
c1ccc(-c2nc3nc4ccccc4nc3n2CC2CCCO2)cc1 (configuration not stated)
  3 | -5 | -1 | 5.2* | -5 | 6 | -1 | i | -2
Cc1cc(Cl)ccc1C(O)c1ncc(-c2ccc(C(F)(F)F)cc2)[nH]1 (configuration not stated)
  -1 | 0 | 1 | 0.1 | 5 | -1 | -2 | i | 24
O=C(NCc1ccncc1)C1CCN(S(=O)(=O)c2cccc(C(F)(F)F)c2)CC1
  -1 | -4 | 0 | 0.7 | 0 | 2 | 2 | i | 2

The listing continues.
Results follow in this order: PABP1 MLLE inh | MsrA act | Rin1-Abl PPI inh | MsrA inhibitor | MT1-MMP act inh | E coli Lon inh | CSN inh | Rpn11 block | FAS-TE inh
COc1cc(-n2c(=O)c3ccccc3n(Cc3cccc(C)c3)c2=O)cc(OC)c1OC
  5 | -1 | -3 | 2.5 | -4 | 0 | 2 | i | -7
O=C(COC(=O)COc1ccc(Br)cc1)NC1CCCC1
  3 | -3 | 1 | -0.9 | 5 | -5 | -3 | i | -8
Cc1cccc(N2C(=O)CC(SC(N)=Nc3ccccc3)C2=O)c1 (configuration not stated)
  -13 | -3 | 3 | -0.6 | -1 | 0 | 12 | i | -2
COc1ccc(CN=Cc2c(C(F)(F)F)[nH][nH]c2=O)cc1
  -17 | -2 | -7 | 0.5 | 8 | 13 | 1 | i | -3
COc1cccc(NC(=O)CCC2CCN(C(=O)c3cncs3)CC2)c1
  2 | -5 | 3 | -0.8 | 4 | -12 | -2 | i | -6
FC(F)(F)c1cccc(Cc2noc(CN3CCCC(CN4CCCC4)C3)n2)c1 (configuration not stated)
  -17 | -2 | -1 | 1.0 | 2 | 1 | 5 | i | -1
Clc1ccc(CSc2nnc3ccccn23)c(Cl)c1
  -6 | 1 | -2 | 0.7 | 16 | 0 | -4 | i | -11
CCc1cccc(CC)c1NC(=O)c1ccc(-c2cc(Cl)ccc2Cl)o1
  1 | 0 | 1 | -0.6 | 0 | -1 | -2 | i | 9
O=C(Cc1ccccc1)Nc1nc(-c2ccc(F)c(F)c2)cs1
  0 | 1 | -1 | 0.8 | -6 | 4 | -5 | i | 28
COc1cnn(-c2ccc(F)cc2)c(=O)c1Br
  -7 | -4 | 2 | 0.0 | 1 | -1 | -2 | i | -6
CCc1ccccc1N(CC(=O)NCc1ccccc1)C(=O)CCC(=O)Nc1ccccn1
  7 | -3 | 1 | -0.9 | -1 | -2 | 2 | i | 7
O=C(Nc1ccc(S(=O)(=O)Nc2ncccn2)cc1)c1cccnc1
  -2 | 1 | 0 | 0.1 | 2 | -7 | -6 | i | -10
Cn1c(N2CCN(c3ccccn3)CC2)nc2c1c(=O)n(Cc1ccccc1Cl)c(=O)n2C
  -7 | -1 | 5 | -1.4 | 0 | 0 | -4 | i | -7
CCCCOc1ccc(N(CC(=O)NC(C)(C)CC)C(=O)CCC(=O)Nc2ccccn2)cc1
  5 | -3 | 1 | 1.1 | -1 | 5 | -16 | i | 5
CCN(CC)S(=O)(=O)c1ccc(O)c(C(=O)OCC(=O)NC2CCCC2)c1
  5 | -2 | 4 | 0.1 | -1 | -3 | -3 | i | -8

(more compounds)
Results follow in this order: PABP1 MLLE inh | MsrA act | Rin1-Abl PPI inh | MsrA inhibitor | MT1-MMP act inh | E coli Lon inh | CSN inh | Rpn11 block | FAS-TE inh
COCCCNC(=O)CCN1C(=O)COc2ccccc21
  3 | -1 | 3 | -1.2 | 8 | -9 | -2 | i | -7
CCCCc1ccc(NC(=O)CC(C)(C)C)cc1
  2 | -3 | 1 | -1.4 | 1 | -4 | 4 | i | 13
CCOC(=O)C1Nc2ccccc2C2C(O)C(O)CC12 (configuration not stated)
  15 | 2 | 0 | -0.8 | 46* | -7 | -42 | i | -15
COc1ccc(CN2CCNC(=O)C2CC(=O)N2CCCN(C(C)=O)CC2)c(OC)c1 (configuration not stated)
  -11 | -3 | 1 | -1.2 | -1 | -2 | -1 | i | -5
Cc1ccc2nsnc2c1NC(=O)c1ccc([N+](=O)[O-])cc1
  0 | -6 | -3 | 1.3 | 0 | -1 | 0 | i | 10
CCCCn1nnnc1SCC(=O)N(CC)CC
  -7 | 0 | 2 | 0.1 | 1 | 2 | 3 | i | -7
O=C(CNC(=O)c1ccccc1)OCC(=O)c1ccc(Cl)s1
  -7 | -3 | -3 | 0.2 | 1 | -1 | 4 | i | -3
O=C(COc1ccc(Cl)cc1Cl)Nc1cccc(-c2ccc(N3CCOCC3)nn2)c1
  17 | -4 | 2 | -0.9 | 2 | 4 | 5 | i | -5
O=C(Nc1ccc(S(=O)(=O)N2CCCC2)cc1)C1CCN(S(=O)(=O)c2ccc(F)cc2)CC1
  -10 | -3 | 0 | -0.1 | -9 | -8 | -5 | i | 14
CCOc1cc(N2CCOCC2)c(OCC)cc1NC(=O)COc1ncnc2ccccc12
  4 | -2 | 0 | 0.8 | 2 | 7 | -5 | i | -6
COc1ccc(C(=O)NC2CCN(CC(=O)NC3CCCCC3)CC2)cc1
  5 | -3 | 0 | 0.4 | 1 | -4 | 7 | i | -8
COCCNC(=O)C1(C)CCCN(C(=O)c2ccc3c(c2)CCO3)C1 (configuration not stated)
  -6 | -3 | -6 | 1.0 | 3 | -7 | 0 | i | -7
COc1ccc(N2C(=O)c3ccccc3C(C)(C)C2=O)cc1
  -6 | -4 | 2 | -1.0 | 2 | -4 | -1 | i | -1
C[C@@H]1CC[C@]2(O[C@@H](CCO)C[C@@H](O)[C@@H]2O)O1
  4 | -1 | -2 | -0.1 | -2 | -2 | -2 | i | -14
CCOc1ccc(NC(=O)CN(C)CC(=O)Nc2ccccc2SC)cc1OCC
  -3 | -1 | -1 | -1.1 | 1 | 6 | 1 | i | -8
C/C=C/c1ccccc1OCc1ccc(C(=O)OC)o1
  16 | -3 | 1 | -0.3 | 0 | 0 | 1 | i | 16
CC(=O)Nc1ccc(S(=O)(=O)NCCS(=O)(=O)N2CCN(c3ccccc3F)CC2)cc1
  -12 | -3 | -2 | 1.0 | 3 | -4 | -6 | i | 0
CNC(=O)CSCc1c(Cl)cccc1Cl
  -1 | -12 | -3 | 0.5 | -1 | -9 | -1 | i | -8

No new results follow: 2 of the compounds above.
Results follow in this order: PABP1 MLLE inh | MsrA act | Rin1-Abl PPI inh | MsrA inhibitor | MT1-MMP act inh | E coli Lon inh | CSN inh | Rpn11 block | FAS-TE inh
COCCCNC(=O)CCN1C(=O)COc2ccccc21
  3 | -1 | 3 | -1.2 | 8 | -9 | -2 | i | -7
CCCCc1ccc(NC(=O)CC(C)(C)C)cc1
  2 | -3 | 1 | -1.4 | 1 | -4 | 4 | i | 13
